Compound activity (PubChem BioAssay)
GSIS activator = primary screen for activators of insulin secretion dependent on glucose, INS-1E cells, GLuc reporter luminescence; INS-1E GLuc reporter insulin secretion, 2-3 h; activation, % at 16.6 µM; hit rate 0.61% among 370,000;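 active = lowest replicate activation of at least 40%, so every replicate reaches that level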;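 also: 0% = median of neutral control wells and 100% = median of IBMX positive control wells; some compounds called inactive have numbers as strong as hits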
F508del corr = correctors of CFTR F508del function in bronchial epithelial cells. CFBE cells, YFP halide quenching; stimulated with forskolin plus potentiator P3; % fluorescence drop versus neutral controls. hit rate 0.36% among 350,000. activity (quench increase), % at 7.58 µM;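 active = mean added fluorescence quench of at least 8% versus neutral control, with both replicates also reaching 8%; inconclusive = only one of the mean or replicate conditions met; inactive = mean below 8% and not both replicates reaching 8%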;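 also: cells transiently co-express mutant CFTR-F508del with the halide-sensitive YFP; corrector assay measuring rescue of mutant channel to the surface after 24 h compound exposure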
ERAP1 inh = inhibitors of human ERAP1 aminopeptidase. inhibition, % at 10.7 µM. recombinant ERAP1, Leu-AMC fluorescence, 60 min. hit rate 0.15% among 340,000. Q9NZ08;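 active = mean replicate inhibition of at least 30%, or all replicates individually reaching that 30% level; inactive = mean below 30% and not every replicate reaching it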;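 also: 0% = neutral control wells and 100% = L-leucinethiol positive control wells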
RAD54 inh = RAD54 (human) branch migration inhibition | RAD54 Holliday junction branch migration, FAM/BHQ fluorescence | Q92698 | inhibition, % at 10.4 µM | hit rate 0.14% among 360,000;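 active = mean normalized replicate activity at least 40 and at least half of replicates scoring 40 or more; inconclusive = only one of the two criteria met; inactive = mean below 40 and under half of replicates reaching 40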;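 also: 0% = median of neutral control wells and 100% = median of positive control wells; inhibitors cause a drop in the FAM fluorescence signal; in these data hits start at about 50%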
esBAF inh = inhibitors of esBAF chromatin remodeling in mouse ES cells; Bmi1-luciferase knock-in reporter, 24 h; 100% = twice the neutral-well signal; reporter increase, % at 12.5 µM; hit rate 2% among 350,000; in the data active = activation above about 40%; inconclusive = no clear call, values can overlap the other calls;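 also: 0% = median of the plate's neutral control wells and 100% = double that signal; a rise in the Bmi1 reporter signal indicates esBAF inhibition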
RAD52 inh = blocks human RAD52 DNA annealing; hit rate 0.46% among 360,000; recombinant RAD52 DNA annealing, FRET fluorescence; inhibition, % at 18.7 µM;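 active = every replicate showing at least 50% inhibition; inconclusive = mean inhibition at least 50% but not in every replicate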
Target sequence (P43351 whole entry, looked up): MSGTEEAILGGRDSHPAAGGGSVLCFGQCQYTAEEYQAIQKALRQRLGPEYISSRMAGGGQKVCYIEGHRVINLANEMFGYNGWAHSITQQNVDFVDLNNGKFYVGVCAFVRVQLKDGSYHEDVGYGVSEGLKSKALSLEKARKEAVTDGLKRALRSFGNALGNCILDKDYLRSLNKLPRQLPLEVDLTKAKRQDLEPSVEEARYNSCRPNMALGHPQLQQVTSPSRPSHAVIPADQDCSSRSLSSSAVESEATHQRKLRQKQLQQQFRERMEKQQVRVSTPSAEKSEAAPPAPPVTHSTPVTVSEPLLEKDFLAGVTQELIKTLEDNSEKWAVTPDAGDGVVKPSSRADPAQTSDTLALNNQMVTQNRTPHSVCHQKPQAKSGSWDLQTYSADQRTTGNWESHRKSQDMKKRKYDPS
ARNT TACC3 PPI = disruptors of human ARNT/TACC3 interaction. AlphaScreen His-ARNT PAS-B/GST-TACC3 binding, luminescence; TACC3 fragment carries E629A point mutation. inhibition, % at 9.99 µM. hit rate 0.66% among 390,000;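 active = mean inhibition of replicates at least 50% and at least half of replicates each reaching 50%; inconclusive = half or more replicates reach 50% but mean below 50%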;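 also: 0% = complete ARNT plus TACC3 wells and 100% = ARNT alone without TACC3; many hits fall short of the cut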
XiGFP reactiv = reactivates the inactive X chromosome in mouse fibroblasts. hit rate 0.055% among 360,000. XiGFP mouse fibroblasts, % GFP-positive cells imaging, 3 d; cells co-treated with 5-aza-dC sensitizer; scaled so ellipticine positive control = 100%. AID 743238. activation, % at 7.58 µM;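 active = mean normalized replicate activation at least 10% and every replicate at or above 10%; inconclusive = only one of the two criteria met; inactive = mean below 10% and not all replicates reach 10%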;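 also: 0% = median of on-plate neutral control wells and 100% = ellipticine 6 µM median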
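Material: SV40-immortalized XiGFP fibroblast cells, line 68-5-11 | Buffer or medium: DMEM containing 5-aza-dC | Dosing: One concentration, pinned | Times: 3 d treatment, 15 min room-temperature fixation | Controls: Ellipticine 6 µM positive control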
An asterisk follows results filed as active; ? = inconclusive; . = not tested or not shown.

Results follow in this order: GSIS activator | F508del corr | ERAP1 inh | RAD54 inh | esBAF inh | RAD52 inh | ARNT TACC3 PPI | XiGFP reactiv
> N#Cc1ccc(C(=O)NCCCSc2ccccc2)cc1
    -3 | 1.2 | 2 | -3 | -3 | -5 | -1 | 0.2
> O=S(=O)(c1ccc2c(c1)OCCO2)N1CCN(c2ncnc3sccc23)CC1
    -17 | ? | -3 | -2 | . | -27 | -6 | 0.0
> C[C@@H]1CN([C@@H](C)CO)C(=O)Cc2cc(NS(=O)(=O)c3cccs3)ccc2O[C@H]1CN(C)S(=O)(=O)c1cccs1
    11 | -1.5 | . | . | -3 | . | . | -0.1
> CC(C)NC(=O)N(C)C[C@@H]1Oc2ccc(N(C)C)cc2CC(=O)N([C@@H](C)CO)C[C@@H]1C
    -4 | 2.2 | 2 | -3 | 3 | 3 | 26 | -0.1
> Cc1cccc(NC(=O)N(Cc2cc3cc(C)ccc3[nH]c2=O)CC2COCCO2)c1 (centres undefined)
    -26 | -1.8 | -1 | 1 | -2 | -19 | 14 | 0.3
> COc1cc(CC(=O)Nc2ccc3nc(SC)sc3c2)cc(OC)c1OC
    -14 | -1.7 | 1 | . | . | -28 | 2 | 0.1
> Cc1cccc(-n2ncc3c(N4CCC(C)CC4)ncnc32)c1
    11 | 4.1 | 6 | -1 | 10 | -11 | -11 | 0.0
> CN(C)/C=C/C(=O)c1cnc2sccn2c1=O
    -2 | 0.5 | 2 | -1 | 0 | -31 | -5 | 0.0
> COC(=O)C[C@@H]1CC[C@@H](NS(=O)(=O)c2ccccc2OC)[C@@H](CO)O1
    16 | -1.1 | . | . | . | -11 | . | 0.0
> CO[C@@H]1CN(C)C(=O)c2cc(NC(=O)c3ccccc3)ccc2OC[C@H](C)N(C(=O)CN(C)C)C[C@H]1C
    -2 | 0.9 | 0 | 6 | -2 | 3 | -4 | 0.2
> O=C(c1ccc(Br)o1)N(Cc1ccccc1)Cc1ccccc1
    . | -1.1 | 5 | 8 | -1 | -8 | 8 | 0.0
> CC(C)CNC(=O)COC(=O)c1ccccc1OCC(=O)Nc1ccc(Br)cc1
    2 | . | 0 | 5 | -4 | 11 | -2 | -0.1
> CCS(=O)(=O)N1CC2(CN(Cc3cccc(Cl)c3)[C@@H](CO)c3c2c2ccc(OC)cc2n3C)C1
    -7 | 2.1 | -2 | . | . | 6 | . | 0.0
> COc1cccc(C(=O)Nc2cc(S(=O)(=O)N3CCCCC3)ccc2OC)c1
    -2 | -3.4 | 1 | . | -5 | -2 | 2 | 0.0
> CN(C)CC(=O)N1CC[C@@H]2[C@H]1c1cc(-c3ccccc3F)ccc1N(C)[C@@H]2CO
    21 | 1.8 | . | 9 | -2 | . | 8 | 0.1
> COc1cc2c(cc1OC)C(c1cccc(Cl)c1)CC(=O)N2 (centres undefined)
    1 | 1.0 | . | 11 | -7 | 2 | 2 | 0.2
> COC(=O)Cn1c2ccc(OC)cc2c2nc(C)sc21
    -7 | -0.5 | -3 | 8 | . | 11 | 6 | 0.0
> CCSc1nnc(NS(=O)(=O)c2ccc(C)cc2)s1
    14 | . | . | 1 | -1 | . | 4 | 0.4
> COc1ccc(S(=O)(=O)NC2CC(C)(C)NC(C)(C)C2)cc1
    10 | 1.1 | -3 | 8 | -7 | -8 | -4 | 0.3
> COCC(=O)NCc1ccc2c(c1)cc(C)n2C
    -2 | 1.8 | 2 | . | . | -16 | -2 | 0.0
> COCC(=O)N1CC(=O)N2[C@H](CO)[C@H](c3ccc(C#Cc4cccc(OC)c4)cc3)[C@@H]2C1
    3 | -1.6 | 1 | . | . | -13 | . | 0.3
> COc1ccc(NC(=O)C(C)N2CCN(C)CC2)cc1 (centres undefined)
    13 | 1.2 | 3 | 9 | -5 | -5 | -2 | 0.0
> Fc1ccccc1CNc1nc(NCC2CC2)nc2ccsc12
    -29 | -2.1 | 12 | -9 | -5 | 51* | . | 0.0
> O=C(N/N=C/c1ccc(OC(F)F)cc1OC(F)F)c1cccc(S(=O)(=O)N2CCOCC2)c1
    -6 | -1.2 | 5 | . | . | 2 | 0 | 0.0
> Cc1ccc(OCC(=O)Nc2ccc3c(c2)nc(CCN2CCCCC2)n3C)cc1
    23 | -3.5 | 0 | 19 | -4 | 4 | -33 | 0.5
> CCCCC[C@H](C)N1C[C@H](COCc2ccccc2)Oc2cc(N3CCC[C@H]3C(N)=O)ccc2S1(=O)=O
    -23 | -3.1 | . | . | . | -26 | . | 0.2
> COc1cccc(N2CCN(CC(=O)NC(=O)NCc3ccco3)CC2)c1
    -3 | -2.4 | 0 | . | . | -14 | -1 | 0.0
> COc1cccc(NS(=O)(=O)c2ccc3c(c2)CC(=O)N3)c1
    -19 | -0.1 | -3 | 5 | 8 | -9 | -13 | 0.2
> COC(=O)[C@]1(CC(C)C)N[C@H](c2ccc(-c3ccc4c(c3)OCO4)cc2)[C@@H]2C(=O)N(C)C(=O)[C@@H]21
    3 | -2.2 | 2 | 0 | 4 | -12 | -5 | 0.0
> NS(=O)(=O)c1cc(C(=O)OCCNC(=O)c2ccccc2)c(Cl)cc1Cl
    3 | 0.8 | -1 | 8 | -1 | 1 | -1 | 0.4
> O=C(NCc1ccco1)c1ccc(NS(=O)(=O)c2cccc(F)c2)cc1
    -3 | -2.3 | -2 | 2 | -7 | -12 | -12 | 0.0
> O=C(NCCC1CCCCN1S(=O)(=O)c1cccs1)C(=O)NCc1ccccc1 (centres undefined)
    -30 | 1.4 | -1 | 2 | 8 | -5 | -4 | 0.1
> COc1ccc(S(=O)(=O)N2CCOCC2)cc1NC(=O)CN1CCCc2ccccc21
    -1 | 2.6 | 2 | 4 | 9 | -25 | 14 | 0.0
> COC(=O)N/N=C/c1cn(Cc2ccc(Cl)cc2Cl)c2ccccc12
    . | -3.7 | 5 | 18 | . | -7 | 0 | 0.0
> COc1ccc(N2CCOCC2)c(NC(=O)COc2cccc(C)c2C)c1
    -20 | 1.1 | 2 | 3 | . | -5 | -5 | 0.0
> C=CCC[C@@H](Cc1ccc(F)cc1)C(=O)O[C@H](CNC(=O)[C@@H](CC=C)CC(=O)N[C@H](CO)Cc1ccccc1)c1ccccc1
    10 | -1.1 | 1 | -4 | -6 | -5 | 1 | 0.0
> O=C(NN1CCOCC1)c1cc(S(=O)(=O)Nc2cccc(C(F)(F)F)c2)ccc1Cl
    -1 | -0.9 | 1 | . | . | -19 | -1 | 0.2
> CC(C)(C)[C@]1(O)CCN2C[C@H]3c4ccccc4CCc4cccc(c43)[C@@H]2C1
    . | -3.1 | -2 | 9 | 10 | -10 | 5 | -0.3
> O=C(NCCN1CCCC1)[C@H]1[C@H](CO)[C@H]2Cn3c(cccc3=O)[C@H]2N1Cc1ccccn1
    17 | 0.4 | . | . | . | -39 | . | 0.1
> CN1CCN(C(=O)C[C@H]2CC[C@H]3[C@@H](COC[C@H](O)CN3Cc3cccc(Cl)c3)O2)CC1
    9 | 0.0 | -1 | -5 | 0 | 24 | 13 | 0.3
> Cc1nc(CNC(=O)C2CCC(=O)N(CCc3ccc(Cl)cc3)C2)sc1C (centres undefined)
    -12 | 1.2 | 1 | 7 | -1 | -2 | 1 | 0.1
> CC1(C)CC(=O)C(C(C2=C(O)CC(C)(C)CC2=O)c2ccc(O)c([N+](=O)[O-])c2)=C(O)C1
    -32 | . | 14 | . | . | -1 | 4 | 0.0
> O=c1[nH]nc(N/N=C/c2ccc(Cl)cc2Cl)c(=O)[nH]1
    12 | 0.5 | -1 | 5 | -4 | -9 | -3 | 0.3
> COc1ccc(C(=O)COC(=O)C(CCSC)NC(=O)COc2ccccc2)c(OC)c1 (centres undefined)
    -30 | -0.5 | -2 | -5 | -2 | -10 | -2 | 0.8
> COc1cc2c(cc1OC)C(c1ccccc1[N+](=O)[O-])N(C(C)=O)CC2 (centres undefined)
    0 | 3.7 | 0 | 0 | -5 | -10 | -11 | 0.0
> CO[C@@H]1CN(C)C(=O)c2ccc(NC(=O)C3CCOCC3)cc2OC[C@@H](C)N(Cc2nccs2)C[C@H]1C
    -16 | -2.2 | 3 | -5 | -11 | 0 | 0 | -0.4
> O=C(NCc1cccnc1)Nc1ccccc1C(F)(F)F
    -3 | 1.3 | -3 | -7 | -8 | -6 | -11 | 0.1
> CC(=O)c1ccc(N2C(=O)[C@@H]3C(C(=O)CCN4C(=O)c5ccccc5C4=O)=NN[C@@H]3C2=O)cc1
    7 | . | -2 | . | . | -8 | -7 | 0.1
> O=C(O)c1ccc([N+](=O)[O-])c(CS(=O)(=O)c2ccccc2)c1
    23 | -2.1 | -3 | -4 | -9 | -5 | -8 | 0.0
> COc1ccc2c(c1)OC[C@H]1[C@H]2N2C(=O)CN(Cc3ccc(Cl)cc3)C(=O)[C@@]2(C)[C@H]1c1ccccc1
    -3 | 0.3 | 6 | 1 | -5 | -30 | 21 | 0.0

RAD52 inh, hit marks shown above.
Structure | GSIS activator | F508del corr | ERAP1 inh | esBAF inh | RAD52 inh | ARNT TACC3 PPI
Fc1ccccc1CNc1nc(NCC2CC2)nc2ccsc12 | -29 | -2.1 | 12 | -5 | 51* | .

New compounds follow:
Results follow in this order: GSIS activator | F508del corr | ERAP1 inh | RAD54 inh | esBAF inh | RAD52 inh | ARNT TACC3 PPI | XiGFP reactiv
> C[C@@H]1CCCCO[C@H](CN(C)C(=O)c2ccccc2)[C@@H](C)CN([C@H](C)CO)C(=O)c2cc(NC(=O)Nc3ccccc3)ccc2O1
    -1 | 0.9 | -6 | 4 | -4 | 11 | -3 | 0.0
> Cc1nc2c(sc3nc4c(cc32)COC(C)(C)C4)c(=O)n1Cc1ccccc1
    -24 | . | . | -12 | 64* | . | -3 | .
> Cc1cc(C)c(C(N)=O)c(Nc2cccc(Cl)c2)n1
    8 | 1.2 | 10 | 6 | 0 | -6 | -4 | .
> Cc1ccc(C(=O)NC(C)c2ccc(-n3ccnc3)cc2)cc1 (centres undefined)
    3 | -0.9 | 0 | 5 | 0 | -8 | . | 0.4
> COc1ccccc1S(=O)(=O)Nc1ccc(S(=O)(=O)Nc2nccs2)cc1
    2 | -6.6 | -1 | 3 | 11 | -21 | 5 | 0.0
> Cc1ccc(C)n1-c1ccc(C(=O)N2CCC(C(N)=O)CC2)cc1
    1 | -4.9 | 5 | . | . | -46 | 7 | 0.1
> Cc1ccc(NC(=O)Cn2ccc(=O)[nH]c2=O)cc1
    8 | -1.4 | 0 | 0 | 24 | -11 | -3 | 0.0
> C[C@@H]1CCCCO[C@@H](CN(C)Cc2ccc3c(c2)OCO3)[C@H](C)CN([C@H](C)CO)C(=O)c2cc(NC(=O)c3ccncc3)ccc2O1
    4 | 0.2 | 4 | -2 | -3 | 8 | -3 | 0.1
> Cn1nccc1C(=O)N(CCN1CCCCC1)CC1CCCN(C2CCCC2)C1 (centres undefined)
    9 | -0.6 | 8 | 6 | 20 | -18 | -12 | 0.0
> O=C(O)c1cn(-c2ccccc2)nc1-c1ccc(F)cc1
    -23 | -1.1 | -2 | -6 | -1 | -1 | 0 | 0.1
> O=C(C1CC1)N1CC(=O)N2[C@H](C1)[C@H](c1ccc(C#Cc3cccc(F)c3)cc1)[C@@H]2CO
    -20 | 7.6 | 0 | . | . | -8 | . | -0.1
